# Neddylation inh = cullin neddylation inhibition; P61081+Q13564; TR-FRET cullin neddylation, biochemical; calls only at 25 µM; hit rate 0.58% among 360,000; in the data active = inhibition above about 36%
# FAS-TE inh = inhibitors of human fatty acid synthase thioesterase domain; P49327; recombinant FAS-TE, OMFH fluorogenic substrate, fluorescence endpoint; inhibition, % at 15 µM; hit rate 0.67% among 360,000; AID 602261;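 active = compounds whose normalised, plate-corrected inhibition of enzyme fluorescence in the single-dose primary screen is 50% or more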;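 note: 0% = DMSO with enzyme and 100% = substrate without enzyme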
# Target sequence (P49327 whole entry, looked up, the tested form may be a part): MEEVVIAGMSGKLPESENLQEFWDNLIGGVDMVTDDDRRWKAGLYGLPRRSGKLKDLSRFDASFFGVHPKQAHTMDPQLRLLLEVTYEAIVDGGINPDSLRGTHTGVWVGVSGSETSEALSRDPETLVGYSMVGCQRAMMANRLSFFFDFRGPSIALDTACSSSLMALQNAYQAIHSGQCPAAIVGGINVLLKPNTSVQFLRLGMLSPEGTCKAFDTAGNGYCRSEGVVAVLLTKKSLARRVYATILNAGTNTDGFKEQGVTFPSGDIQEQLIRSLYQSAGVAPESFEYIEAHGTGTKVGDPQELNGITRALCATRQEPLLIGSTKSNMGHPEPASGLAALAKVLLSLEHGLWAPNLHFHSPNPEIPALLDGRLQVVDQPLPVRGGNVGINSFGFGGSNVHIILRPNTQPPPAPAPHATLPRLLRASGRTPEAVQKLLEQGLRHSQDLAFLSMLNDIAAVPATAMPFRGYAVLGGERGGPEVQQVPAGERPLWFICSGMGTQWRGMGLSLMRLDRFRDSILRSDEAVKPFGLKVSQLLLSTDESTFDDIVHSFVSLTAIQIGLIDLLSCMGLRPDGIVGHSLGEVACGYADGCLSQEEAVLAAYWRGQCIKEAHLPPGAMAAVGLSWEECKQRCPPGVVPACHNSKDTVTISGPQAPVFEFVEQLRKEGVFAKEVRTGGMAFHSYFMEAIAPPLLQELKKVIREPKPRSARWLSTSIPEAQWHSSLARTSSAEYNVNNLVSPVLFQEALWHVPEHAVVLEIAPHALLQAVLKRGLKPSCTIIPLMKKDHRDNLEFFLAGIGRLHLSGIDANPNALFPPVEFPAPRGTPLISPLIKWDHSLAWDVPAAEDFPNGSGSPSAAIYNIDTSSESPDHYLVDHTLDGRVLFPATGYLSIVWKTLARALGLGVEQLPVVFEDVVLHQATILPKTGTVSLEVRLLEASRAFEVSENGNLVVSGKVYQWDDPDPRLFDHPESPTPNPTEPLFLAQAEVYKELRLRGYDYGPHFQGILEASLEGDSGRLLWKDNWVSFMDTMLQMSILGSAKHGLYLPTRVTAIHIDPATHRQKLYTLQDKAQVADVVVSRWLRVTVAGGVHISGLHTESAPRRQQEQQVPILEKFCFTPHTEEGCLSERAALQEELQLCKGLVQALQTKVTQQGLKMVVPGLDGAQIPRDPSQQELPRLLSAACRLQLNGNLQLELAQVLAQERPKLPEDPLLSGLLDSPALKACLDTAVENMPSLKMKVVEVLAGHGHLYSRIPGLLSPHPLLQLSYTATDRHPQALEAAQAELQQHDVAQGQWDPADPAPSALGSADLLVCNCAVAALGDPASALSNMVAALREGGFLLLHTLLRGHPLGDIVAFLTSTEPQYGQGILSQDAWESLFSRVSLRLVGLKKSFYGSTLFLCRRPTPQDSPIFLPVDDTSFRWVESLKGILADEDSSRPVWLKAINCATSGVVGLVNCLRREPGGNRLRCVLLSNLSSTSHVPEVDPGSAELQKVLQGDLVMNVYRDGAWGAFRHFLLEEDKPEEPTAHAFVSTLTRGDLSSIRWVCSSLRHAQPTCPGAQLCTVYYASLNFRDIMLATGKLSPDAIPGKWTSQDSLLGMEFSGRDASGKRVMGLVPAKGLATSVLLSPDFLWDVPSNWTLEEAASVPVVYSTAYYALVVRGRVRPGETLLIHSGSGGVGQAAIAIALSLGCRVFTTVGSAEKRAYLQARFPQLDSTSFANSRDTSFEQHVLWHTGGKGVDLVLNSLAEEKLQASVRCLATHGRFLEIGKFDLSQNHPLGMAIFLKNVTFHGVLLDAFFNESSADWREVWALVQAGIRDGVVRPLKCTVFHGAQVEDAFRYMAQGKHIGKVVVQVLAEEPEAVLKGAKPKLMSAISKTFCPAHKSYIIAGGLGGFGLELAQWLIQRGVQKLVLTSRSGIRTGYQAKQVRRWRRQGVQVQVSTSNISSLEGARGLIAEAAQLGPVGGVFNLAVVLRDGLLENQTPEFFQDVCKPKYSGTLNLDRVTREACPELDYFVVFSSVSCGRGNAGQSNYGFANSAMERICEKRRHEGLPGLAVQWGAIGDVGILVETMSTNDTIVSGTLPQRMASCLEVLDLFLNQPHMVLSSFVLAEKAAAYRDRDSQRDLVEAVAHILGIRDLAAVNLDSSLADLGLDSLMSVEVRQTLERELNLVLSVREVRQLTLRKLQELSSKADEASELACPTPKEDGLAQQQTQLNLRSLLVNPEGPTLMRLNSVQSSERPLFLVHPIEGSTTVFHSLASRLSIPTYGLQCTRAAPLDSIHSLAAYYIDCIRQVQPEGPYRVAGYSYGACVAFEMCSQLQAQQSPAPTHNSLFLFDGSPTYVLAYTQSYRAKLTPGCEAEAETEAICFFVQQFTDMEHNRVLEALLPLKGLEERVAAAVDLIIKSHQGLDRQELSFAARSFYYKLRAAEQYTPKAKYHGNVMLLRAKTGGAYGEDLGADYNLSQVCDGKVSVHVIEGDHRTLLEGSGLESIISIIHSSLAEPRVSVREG
# E coli Lon inh = inhibitors of E. coli Lon protease; P0A9M0; purified E. coli Lon protease, fluorescence polarization; inhibition, % at 7.94 µM; hit rate 0.42% among 360,000; AID 602123; in the data active = inhibition above about 13%, passing the limit was not always enough;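 note: 0% = enzyme with probe and DMSO and 100% = no enzyme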
# MsrA inhibitor = inhibits bovine methionine sulfoxide reductase A; inhibition, % at 15.5 µM; purified bovine MsrA, absorbance read-out; hit rate 0.75% among 360,000; in the data active = inhibition above about 4.5%;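 note: 0% = vehicle wells with enzyme and 100% = reference inhibitor wells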
# CSN deneddyl inh = CSN deneddylation inhibition; inhibition, % at 12.5 µM; hit rate 0.38% among 360,000; Purified CSN, SCF-Nedd8-OG deneddylation, fluorescence polarization;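 active = pattern-corrected inhibition above about 35%, with an unprinted fluorescence ratio check between 0.5 and 1.5, limit read from the data, passing the limit was not always enough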;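 note: 0% = enzyme with substrate and 100% = substrate without enzyme; some results filed as inactive read as strong as hits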
#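 Schedule: reaction 90 min, room temperature / Assay system: HEK293T-derived human Csn5 enzyme / Input: Csn5 at 0.24 nM final / Measure: inhibition of Csn5 cleavage, % / Control set: substrate-only high control, full reaction low control / Technique: fluorescence polarization of the substrate / Buffer or medium: Tris/NaCl/DTT buffer, pH 7.5 / Reagent: SCFSkp2-Nedd8OG substrate at 10 nM final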
# PABP1 MLLE inh = blocks PAM2 peptide binding to the PABP1 MLLE domain | P11940 | GST-MLLE / FITC-PAM2 fluorescence polarization | inhibition, % at 20 µM | hit rate 0.36% among 360,000; in the data active = inhibition above about 35%, passing the limit was not always enough;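 note: plate controls were DMSO wells with GST-MLLE for no effect and wells lacking GST-MLLE protein for full effect; some results filed as inactive read as strong as hits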
# Rin1 Abl inh = human Rin1-Abl interaction inhibition; P00519+Q13671; TR-FRET Rin1/Abl binding, biochemical; inhibition, % at 7.35 µM; hit rate 0.4% among 360,000; in the data active = inhibition above about 5%, passing the limit was not always enough
# TbMetRS inhib = blocks T. brucei methionyl-tRNA synthetase activity | purified T. brucei MetRS, ATP depletion, Kinase-Glo luminescence | inhibition, % at 11.9 µM | hit rate 0.4% among 360,000;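 active = inhibition above a per-plate cutoff of the control wells' mean inhibition plus 3 SD, cut at about 5.5% in these data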;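 note: 0% = DMSO wells median and 100% = median of wells with control inhibitor compound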
#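 Material – parasite MetRS enzyme · Medium – HEPES-MgCl2-KCl buffer plus DTT, spermine, BSA, pyrophosphatase · Reagent – ATP, methionine and E. coli bulk tRNA substrates · Times – 15 min enzyme-compound preincubation, 2 h reaction, 10 min detection, 25 °C · Measured by – luminescence of leftover ATP · Evaluation – percent inhibition relative to median high and low control wells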
# bovine MsrA act = activates bovine MsrA enzyme; purified bovine MsrA, absorbance read-out; activation, % at 10.6 µM; hit rate 0.3% among 360,000; AID 602163; in the data active = activation above about 7.5%;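 note: 0% = vehicle and 100% = reference activator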
# * = called active by the depositor; i = inactive; x = not tested or not shown. Not a hit list, and some 4% of all compounds hit somewhere here.
compound,Neddylation inh,FAS-TE inh,E coli Lon inh,MsrA inhibitor,CSN deneddyl inh,PABP1 MLLE inh,Rin1 Abl inh,TbMetRS inhib,bovine MsrA act
Cc1ccc(N(CC(=O)NCc2ccc(F)cc2)C(=O)c2snc(C(N)=O)c2N)cc1C,i,0.6,4.7,0.6,1.8,-1.5,-0.5,-0.8,-9.4
CC1CCCC(NC(=O)C2c3ccccc3C(=O)N2Cc2cccs2)C1C (stereo not drawn),i,2.9,5.8,-1.3,1.9,1.8,2.3,-0.9,-6.4
CCOC(=O)c1sc(=S)n(CC)c1NC(=O)C1CC1,i,-3.6,-13.2,1.6,-1.9,3.0,-1.8,-1.4,-13.7
CCCCC[C@H](C)N1C[C@@H](COCc2ccccc2)Oc2cc(N3CC[C@H](O)C3)ccc2S1(=O)=O,i,24.3,0.7,1.9,0.7,x,x,-2.3,-11.5
CC1CCCCC1NC(=O)c1ccco1 (stereo not drawn),i,-5.8,7.9,-2.3,-7.5,9.0,4.9,-0.2,-7.5
Cc1ccccc1N(CC(=O)Nc1ccc(F)cc1)S(C)(=O)=O,i,-11.4,-0.2,-0.7,-2.2,-5.6,-2.5,0.0,-9.5
O=C(O)c1ccccc1/C=N/N1CCN(C2c3ccccc3-c3ccccc32)CC1,i,-4.7,1.8,-0.2,-5.9,-0.8,2.3,0.4,-11.4
COC(=O)CC1=C(C)C(=O)CC2C(C)(C)CCCC12C (stereo not drawn),i,-3.8,-5.5,0.0,4.5,-7.3,-1.2,-1.4,-5.2
Cc1cnc(C)c(Nc2nc(C(N)Cc3ccc(Cl)cc3)cs2)n1 (stereo not drawn),i,-5.2,-2.8,-0.5,1.4,5.9,4.2,0.0,-1.0
COc1ccccc1NC(=O)c1cc([N+](=O)[O-])ccc1N1CCOCC1,i,36.3,-5.4,1.7,-3.8,-16.3,-2.7,0.4,-4.3
CC(C)C[C@@H](COCc1ccc(F)cc1)N1CCN(C(=O)c2cccc(C(F)(F)F)c2)CCC1=O,i,7.1,-6.3,-0.1,-2.3,x,x,-0.7,-0.4
COc1cccc(CN2CCN(Cc3nc(C(C)C)cs3)CC2CCO)c1 (stereo not drawn),i,-7.5,-5.1,0.7,-3.1,-6.8,2.5,-0.9,-8.2
CNC(=O)/C(C#N)=C/c1cccc(Oc2ccccc2)c1,i,19.9,1.1,-0.2,0.5,16.9,0.2,-0.3,-2.0
CSc1ccccc1OCc1cc(C(=O)N(C)CCc2c(C)n[nH]c2C)no1,i,3.3,0.8,-1.0,-2.5,-6.8,0.8,-0.8,-10.0
CN=C(NC(=O)Nc1c(C)cccc1C)NC(=O)Nc1c(C)cccc1C,i,-6.8,-4.8,-0.3,0.0,-11.5,1.3,-0.3,-4.2

# One compound at a time, from the list above. Order of values: Neddylation inh, FAS-TE inh, E coli Lon inh, MsrA inhibitor, CSN deneddyl inh, PABP1 MLLE inh, Rin1 Abl inh, TbMetRS inhib, bovine MsrA act
# `COc1ccccc1NC(=O)c1cc([N+](=O)[O-])ccc1N1CCOCC1` in the list: i, 36.3, -5.4, 1.7, -3.8, -16.3, -2.7, 0.4, -4.3
# `CC1CCCC(NC(=O)C2c3ccccc3C(=O)N2Cc2cccs2)C1C` (stereo not drawn) in the list: i, 2.9, 5.8, -1.3, 1.9, 1.8, 2.3, -0.9, -6.4

# Back to the main list, starting four compounds before the break.
compound,Neddylation inh,FAS-TE inh,E coli Lon inh,MsrA inhibitor,CSN deneddyl inh,PABP1 MLLE inh,Rin1 Abl inh,TbMetRS inhib,bovine MsrA act
COc1cccc(CN2CCN(Cc3nc(C(C)C)cs3)CC2CCO)c1 (stereo not drawn),i,-7.5,-5.1,0.7,-3.1,-6.8,2.5,-0.9,-8.2
CNC(=O)/C(C#N)=C/c1cccc(Oc2ccccc2)c1,i,19.9,1.1,-0.2,0.5,16.9,0.2,-0.3,-2.0
CSc1ccccc1OCc1cc(C(=O)N(C)CCc2c(C)n[nH]c2C)no1,i,3.3,0.8,-1.0,-2.5,-6.8,0.8,-0.8,-10.0
CN=C(NC(=O)Nc1c(C)cccc1C)NC(=O)Nc1c(C)cccc1C,i,-6.8,-4.8,-0.3,0.0,-11.5,1.3,-0.3,-4.2
CC(OC(=O)Cc1c[nH]c2ccccc12)C(=O)Nc1ccccc1F (stereo not drawn),i,-4.1,-6.0,0.9,4.2,-1.0,-3.0,-0.3,-3.1
O=C(Nc1oc2ccccc2c(=O)c1-c1ccc(Br)cc1)c1ccco1,i,1.8,-3.7,2.8,1.6,-12.4,-6.3,-0.2,-2.1
CC1=C(C(=O)N(C)C)CC(CC(=O)NCc2cccc3ccccc23)C(=O)N1CCC1=CCCCC1 (stereo not drawn),i,17.1,-4.0,0.8,2.8,-16.2,0.9,0.1,-0.6
O=C(Cc1csc(NC(=O)Nc2cccc(Cl)c2)n1)NCc1ccccn1,i,-1.6,-0.4,0.8,-5.0,-2.0,2.4,0.1,-0.5
O=C(NCCc1ccc(F)cc1)C1CCN(C(=O)Nc2ccccc2)CC1,i,-8.6,8.3,-0.2,-1.0,7.3,0.4,-0.2,-2.6
COc1ccc(NS(=O)(=O)c2cc(N)ccc2N2CCCC2)cc1,i,3.5,12.3,0.7,5.0,-3.8,4.4,-0.3,-5.4
CCOc1ccc(/C(O)=C2/C(=O)C(=O)N(CCN(CC)CC)C2c2ccco2)cc1 (stereo not drawn),i,-8.3,7.0,0.7,-6.4,15.0,-6.1,-0.3,-1.2
CCOc1ccc(N(CC(=O)NC2CC3CCC2C3)S(=O)(=O)c2ccccc2)cc1 (stereo not drawn),i,12.3,-3.6,-0.6,-1.4,10.8,0.4,-0.2,0.7
O=[N+]([O-])c1ccc(-c2c[nH]c(=S)[nH]2)cc1,i,15.4,-11.0,0.3,2.3,10.0,-1.8,-0.1,-0.5
CCC(=O)n1nc(-c2ccco2)nc1N,i,-2.2,-0.8,-0.6,1.8,-16.4,-3.9,-0.2,0.6
Cc1ccccc1-c1nnn(C/C(N)=N/O)n1,i,-10.7,4.5,0.5,2.5,6.3,-4.0,-1.5,-8.4
COc1ccc(C2c3ccc4ccccc4c3Oc3ncn(Cc4ccco4)c(=N)c32)cc1OC (stereo not drawn),i,29.2,-15.1,1.2,2.5,-26.5,-5.0,0.5,-3.6
Cn1c(SCC(=O)NC2CC2)nnc1-c1ccco1,i,-10.7,-0.5,0.9,-0.5,-2.5,-1.5,-0.6,-12.3
O=C(CCS(=O)(=O)c1cccc2nsnc12)N1CCN(C(=O)c2ccco2)CC1,i,-6.3,-6.8,0.8,2.9,4.7,0.9,-0.4,0.9
Cc1ccc(N(C(=O)c2csnn2)C(C(=O)NC2CCCCC2)c2cccnc2)cc1 (stereo not drawn),i,-1.9,-5.2,0.4,1.3,3.4,2.6,0.2,-0.4
CCOC1CC(C)(C)NC(=S)N1 (stereo not drawn),i,-10.5,-7.9,0.5,0.9,-157.6,-3.9,-0.3,1.1
O=C(CCn1cccc1)N1CCc2ccccc21,i,-6.4,-4.5,0.5,5.9,3.2,-0.1,-1.1,-9.0
CCOC(=O)c1c(CSc2ccccc2)n(C)c2ccc(O)c(CN3CCN(C)CC3)c12,i,-4.5,-7.5,2.2,-3.2,-10.6,-0.1,-0.8,-3.2
Cc1cccc(C)c1NC(=O)C(=O)c1cn(C)c2ccccc12,i,8.8,-0.3,2.7,-7.8,-1.2,-1.3,-0.8,-8.9
Cc1ccc(S(=O)(=O)Nc2ccc(C(OC(=O)c3ccccc3[N+](=O)[O-])(C(F)(F)F)C(F)(F)F)cc2)cc1,i,40.1,4.5,-0.2,0.3,2.7,-2.7,-0.4,-4.1
Cc1ccc(CNc2nc(Cl)c(C#N)s2)cc1,i,4.6,3.4,-0.6,-1.6,6.4,-0.2,-0.2,-2.3
COc1ccc(NCC(O)COc2ccc(C(C)(C)C)cc2)cc1 (stereo not drawn),i,0.3,1.2,1.2,6.5,0.1,-2.0,-0.1,-1.1
CCO/C=C1\SC(=S)N(c2ccc(Cl)cc2)C1=O,i,-2.2,-19.0,0.6,0.1,9.3,1.8,-0.2,-2.0
CN(CC(=O)Nc1ccc(Cl)c(C(F)(F)F)c1)C(=O)CCN1C(=O)C2CCCCC2C1=O (stereo not drawn),i,0.0,-19.3,1.0,-1.6,-12.4,0.6,2.6,0.5
OCCNc1cnc2ccccc2n1,x,-4.5,-1.9,0.5,-3.5,2.4,0.0,-0.6,-9.4
CN1C(=O)CSc2ccc(NC(=O)N3CCC(N4CCCCC4)CC3)cc21,i,-9.8,9.0,0.2,4.0,4.6,3.4,0.0,-6.6
COc1cccc(/C=C/c2[nH]c(=O)[nH]c(=O)c2[N+](=O)[O-])c1O,i,0.4,-11.5,3.3,-0.5,2.1,1.7,-0.3,-3.2
CCC(CC)CN1CCC(CN2C(=S)NC[C@@H]2CC(C)C)CC1,i,-14.5,4.4,-0.9,-6.6,-36.4,-5.3,0.3,-2.8
COc1ccc(/C=N/NC(=O)COc2ccccc2-c2ccccc2)cc1,i,23.7,-24.3,0.1,-0.6,-32.6,0.7,-0.6,-0.9
O=C(c1cnc2n(c1=O)CCS2)N1CCN(c2ccc(Cl)c(Cl)c2)CC1,i,-0.7,3.8,x,-3.5,15.2,0.3,-0.1,-1.2

# Further results
SMILES | Neddylation inh | FAS-TE inh | E coli Lon inh | MsrA inhibitor | CSN deneddyl inh | PABP1 MLLE inh | Rin1 Abl inh | TbMetRS inhib | bovine MsrA act
Nc1nc(NCc2ccco2)nc(N2CCCCCC2)c1[N+](=O)[O-] | i | 7.8 | 2.0 | 0.4 | -0.5 | -3.4 | -3.5 | 0.6 | -3.3
CCC1=C(CC2NCCc3ccccc32)CC2c3cc(OC)c(OC)cc3CCN2C1 (stereo not drawn) | i | -4.2 | -6.9 | 0.3 | -5.3 | 34.0 | 5.0 | -0.4 | -11.4
Cc1noc(C)c1COC(=O)C1CCN(C(=O)c2ccc(Cl)cc2)CC1 | i | -1.2 | -1.3 | -0.9 | 3.2 | -7.3 | 2.4 | -0.3 | -2.2
O=C(NC(=S)Nc1ccccn1)c1ccccc1 | i | -8.5 | 1.4 | 0.9 | -0.1 | 34.3 | 2.8 | -0.3 | 0.5
CCC(=O)Nc1cc(C(=O)OCC(=O)c2ccccc2Cl)ccc1C | i | -3.4 | 7.6 | -0.2 | -4.9 | 2.1 | 1.1 | 0.3 | -0.1
CCOC(=O)Cn1cc(C(=O)C(=O)N2CCOCC2)c2ccccc21 | i | -6.1 | 5.3 | 0.6 | -0.3 | 3.5 | 3.1 | -0.3 | -8.4
CCOC(=O)Nc1cc(C)c(Cl)cc1OC | i | -4.5 | 4.6 | 0.7 | -2.5 | -0.2 | 1.1 | 0.2 | -0.8
O=c1c2ccccc2nc2n1CCC2 | i | -8.8 | -4.5 | 1.3 | 1.5 | 8.0 | 1.9 | -0.5 | -16.1
c1cncc(-c2nc3ccccc3[nH]2)c1 | i | -10.4 | -6.5 | 0.7 | -3.1 | -8.3 | -3.2 | 1.0 | -5.5

# Screening data as filed in PubChem BioAssay.
